High-throughput results deposited in PubChem by National Center for Advancing Translational Sciences (NCATS).
TDP1 cell CPT = DT40-hTDP1 cell growth loss with CPT; chicken DT40 Tdp1-/-;hTDP1 cells + 20 nM CPT, ATP luminescence, 48 h; Potency, µM (series often up to 46.2 µM), for the others: at the highest dose activity change, negative = growth inhibition, usual class: inhibitors; hit rate 12% among 420,000; AID 686979; also: nearly all actives have a fitted effect of over 55% in size
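Cell growth measured by CellTiter-Glo luminescence after a minimum 48 h, 37 C compound exposure with 20 nM CPT in Tdp1-knockout DT40 cells stably expressing hTDP1, seeded 400/well; qHTS titration format.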
TDP1 cell noCPT = qHTS for Inhibitors of human tyrosyl-DNA phosphodiesterase 1 (TDP1): qHTS in cells in absence of CPT | hit rate 15% among 420,000 | Potency, µM (titrated, usually from 46.2 µM), for the others: top-dose activity change, negative = growth inhibition, most hits filed as inhibitors | DT40 Tdp1-/- hTDP1 cells, no CPT, ATP luminescence, 48 h; also: nearly all actives have a fitted effect of over 55% in size
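Luminescent ATP content (CellTiter-Glo) served as the growth readout. Knockout chicken DT40 cells expressing human TDP1 were exposed to compounds without camptothecin for a minimum 48 hr at 37 °C.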
TDP1 block = inhibitors of human tyrosyl-DNA phosphodiesterase TDP1; Potency, µM (doses to about 130 µM), inactives show at the highest dose activity change, negative = inhibition, actives largely listed as inhibitors; hit rate 0.28% among 350,000; recombinant TDP1, AlphaScreen DNA substrate cleavage; Q9NUW8; also: nearly all actives have a fitted effect of over 40% in size
Target sequence (Q9NUW8 whole entry, looked up): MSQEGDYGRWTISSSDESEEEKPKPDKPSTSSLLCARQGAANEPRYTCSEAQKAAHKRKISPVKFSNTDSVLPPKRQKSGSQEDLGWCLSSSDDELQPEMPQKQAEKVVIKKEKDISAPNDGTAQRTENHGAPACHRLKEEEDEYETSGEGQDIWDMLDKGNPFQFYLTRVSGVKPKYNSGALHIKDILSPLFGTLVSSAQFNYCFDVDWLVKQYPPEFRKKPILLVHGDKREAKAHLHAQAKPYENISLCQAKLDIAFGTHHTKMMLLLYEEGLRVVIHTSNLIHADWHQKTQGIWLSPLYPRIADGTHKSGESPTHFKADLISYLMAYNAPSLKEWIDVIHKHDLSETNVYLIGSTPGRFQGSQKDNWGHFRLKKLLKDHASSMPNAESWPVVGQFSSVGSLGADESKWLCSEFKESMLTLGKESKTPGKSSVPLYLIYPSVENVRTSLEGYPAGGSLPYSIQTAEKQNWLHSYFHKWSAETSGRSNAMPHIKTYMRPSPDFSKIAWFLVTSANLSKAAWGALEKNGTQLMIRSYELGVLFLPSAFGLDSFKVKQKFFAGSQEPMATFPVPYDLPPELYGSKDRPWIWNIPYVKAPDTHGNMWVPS
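Enzyme-compound mixtures sat 15 min at room temperature, followed by a 5 min reaction with 15 nM final substrate and 10 min with AlphaScreen beads. Recombinant human Tdp1 was used at 1 nM final.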
An asterisk follows results filed as active; ? = inconclusive; nt = not tested or not shown; [ ] = dose if it differs, or a comment. Calls follow the shape of the dose curve; as a rule, active = well fitted curve in the direction sought with a large enough effect; inconclusive = small, poorly fitted or top-dose-only effect, or another doubt; inactive = no such curve, though single readings can be large; an effect the other way counts as inactive or inconclusive. % is scaled to controls: 0 for no effect and ±100 for the full control effect; potency is read from the fitted curve at half-maximal effect. Rows are unselected. Share with any hit: about 18%.

SMILES	TDP1 cell CPT	TDP1 cell noCPT	TDP1 block
Cn1c(=O)c2c(nc(NCCNC(=O)c3ccco3)n2Cc2ccc(Cl)cc2Cl)n(C)c1=O	?	?	4%
CC(C)(C)c1ccc(NC(=S)NCc2cccs2)cc1	?	?	7%
Cc1ccc(S(=O)(=O)N2C3CCCCC3O[C@H]2CC(=O)Oc2ccccc2)cc1 (some centres undefined)	?	-30%	nt
Cc1ccc(-c2cc(C(=O)O)c3cc(Br)ccc3n2)o1	1%	-11%	nt
CC1CC(=O)C(C(C2=C(O)CC(C)CC2=O)c2ccccc2)=C(O)C1 (centres undefined)	18%	1%	nt
COc1ccc(CC(=O)Nc2ccc(S(=O)(=O)Nc3nccs3)cc2)cc1	19%	10%	5%
C(=N\Nc1nc(-c2cccnc2)nc2ccccc12)/c1ccccc1	?	16µM*	nt
CCc1cccc(NC(=O)c2cnc(N3CCOCC3)c3ccccc23)c1	21µM*	12µM*	1%
CC(C)CC(=O)Nc1sc2c(c1C#N)CC(C)(C)NC2(C)C	?	-24%	-2%
O=S(=O)(c1ccc(F)cc1)N1CCN(c2ccc(-c3ccccc3)nn2)CC1	10%	-3%	2%
CC(C)Cc1ccc(S(=O)(=O)Nc2cc3c(cc2N2CCOCC2)n(C)c(=O)c(=O)n3C)cc1	?	?	2%
O=C(COC(=O)/C=C/c1cccc(F)c1)NC(=O)NC1CCCC1	?	?	-1%
N/C(=N\OC(=O)c1ccccc1)c1ccn[nH]1	-19%	13%	3%
O=c1cc(CO)oc(C(Nc2ccccn2)c2ccccc2Cl)c1O (centres undefined)	-2%	-17%	-2%
COc1ccc2c(c1)c(=O)c(S(=O)(=O)c1ccc(C)c(C)c1)cn2CC(=O)Nc1ccccc1	-21%	?	4%
CC(=O)CCC(=O)N1CCCC(N2CCN(c3cccc(Cl)c3)CC2)C1 (centres undefined)	7%	0%	nt
CCOC(=O)c1ccc(NC(=O)c2ccccc2[N+](=O)[O-])cc1	-7%	18µM*	4%
Cc1ccc(CNC(=O)Cn2c(-c3cccs3)cc3cc(Cl)ccc32)cc1	?	23µM*	5%
O=C(CN(Cc1ccccc1)C(=O)CNS(=O)(=O)c1ccc(F)cc1)NCC1CCCO1 (centres undefined)	4%	8%	nt
O=C(NC12CC3CC(CC(C3)C1)C2)c1cncc(O)c1	-22%	-11%	11%
COc1ccc(-c2cc3nc(C)c(CCC(=O)N4CCN(c5ccccc5)CC4)c(C)n3n2)c(OC)c1	19%	-4%	7%
CC(=O)Nc1c(C)nn(-c2ccc(C)c(C)c2)c1C	3%	1%	3%
COCc1c(C(=O)OCC(=O)N2c3ccccc3CC2C)oc2ccccc12 (centres undefined)	-8%	-16%	4%
O=C(Cn1nnc(-c2cccs2)n1)N1CCOCC1	-13%	-4%	-3%
NS(=O)(=O)c1ccc(CNC(=O)c2cc(=O)c3ccccc3o2)cc1	-12%	?	nt
Cc1ccc(CSCC(=O)N2CCOCC2)cc1	6.5µM*	10µM*	1%
COc1cc(NC(=O)COC(=O)c2ccc(C)c(S(=O)(=O)N3CCCCC3)c2)c(C)cc1[N+](=O)[O-]	?	?	-7%
CCCc1nc2ccc(NC(C)=O)cc2c(=O)n1Cc1cccc(Cl)c1	?	?	nt
O=C(CN1C(=O)C2C3C=CC(C3)C2C1=O)NCc1ccco1 (centres undefined)	1%	4%	3%[56.1 µM]
Nc1nonc1-n1nnc(C(=O)N/N=C/c2cccc(Cl)c2)c1CN1CCCCCC1	?	-26%	nt
CCOc1ccc(N2C(=O)/C(=C/c3ccccc3)N=C2SC)cc1	-9%	?	-1%
CCC(C)[C@H](NC(=O)[C@@H]1CSC2c3ccccc3C(=O)N21)C(=O)NCc1ccncc1 (some centres undefined)	-3%	34%[activator]	4%
CCN(CC)c1ccc(-c2nc3cnccn3c2NC2CCCC2)cc1	21µM*	?	8%
COc1ccc(C(=O)NC2CC2)cc1OC1CCN(Cc2ccc(Cl)cc2)CC1	?	?	1%
COc1ccc([C@H]2N[C@]3(CCCN(Cc4ccc(C(F)(F)F)cc4)C3=O)[C@H]3C(=O)N(C)C(=O)[C@@H]23)cc1	?	?	nt
CCOC(=O)N1CCN(C(=O)c2[nH]c(C(F)(F)F)nc2-c2ccccc2)CC1	16µM*	16µM*	nt
O=C(OCc1nnc(-c2ccccc2)o1)C1CCN(C(=O)c2ccc(Cl)cc2)CC1	0%	-17%	-19%
O=C(c1ccco1)c1coc2c1cc(O)c1ccccc12	-18%	7%	7%
COc1ccc(N2CCC(CNC(=O)Nc3ccc(C)c(C)c3)C2)cc1 (centres undefined)	-23%	?	9%
C=CCNc1sc(C(=O)c2cccs2)c(N)c1C#N	-2%	-16%	1%
CN(CC(=O)Nc1cccc(F)c1)C(=O)CCCn1c(=O)oc2ccccc21	?	-4%	0%
Cc1cc(C(=O)OCC(=O)N2c3ccccc3NC(=O)C2(C)C)c(C)n1-c1ccccc1	?	?	11%
NCCCCCc1nnc(SCc2ccccc2Cl)o1	-19%	-22%	5%
O=C(Nc1ccccc1C(=O)O)c1cc(S(=O)(=O)N2CCCCCC2)ccc1Cl	-29%	?	10%
CCN(CC(=O)Nc1ccc(OC)cc1)C(=O)c1ccc2ccccc2c1	?	?	2%
O=c1nc(/C=C/c2cc([N+](=O)[O-])ccc2Cl)cc(C(F)(F)F)[nH]1	?	23µM*	4%
CC(C)(C)CC(=O)Nc1ccc(S(=O)(=O)N2CCCC2)cc1	0%	?	-5%
CN1CCc2c(n(CC(O)CN3CCN(CCO)CC3)c3ccccc23)C1=O (centres undefined)	-7%	-5%	-2%

Reformatted with values under each structure: entries from further up.
Values run as follows: TDP1 cell CPT | TDP1 cell noCPT | TDP1 block
- CCN(CC)c1ccc(-c2nc3cnccn3c2NC2CCCC2)cc1
 : 21µM* | ? | 8%
- COc1ccc(C(=O)NC2CC2)cc1OC1CCN(Cc2ccc(Cl)cc2)CC1
 : ? | ? | 1%
- COc1ccc([C@H]2N[C@]3(CCCN(Cc4ccc(C(F)(F)F)cc4)C3=O)[C@H]3C(=O)N(C)C(=O)[C@@H]23)cc1
 : ? | ? | nt
- CCOC(=O)N1CCN(C(=O)c2[nH]c(C(F)(F)F)nc2-c2ccccc2)CC1
 : 16µM* | 16µM* | nt
- O=C(OCc1nnc(-c2ccccc2)o1)C1CCN(C(=O)c2ccc(Cl)cc2)CC1
 : 0% | -17% | -19%
- O=C(c1ccco1)c1coc2c1cc(O)c1ccccc12
 : -18% | 7% | 7%
- COc1ccc(N2CCC(CNC(=O)Nc3ccc(C)c(C)c3)C2)cc1 (centres undefined)
 : -23% | ? | 9%
- C=CCNc1sc(C(=O)c2cccs2)c(N)c1C#N
 : -2% | -16% | 1%
- CN(CC(=O)Nc1cccc(F)c1)C(=O)CCCn1c(=O)oc2ccccc21
 : ? | -4% | 0%
- Cc1cc(C(=O)OCC(=O)N2c3ccccc3NC(=O)C2(C)C)c(C)n1-c1ccccc1
 : ? | ? | 11%
- NCCCCCc1nnc(SCc2ccccc2Cl)o1
 : -19% | -22% | 5%
- O=C(Nc1ccccc1C(=O)O)c1cc(S(=O)(=O)N2CCCCCC2)ccc1Cl
 : -29% | ? | 10%
- CCN(CC(=O)Nc1ccc(OC)cc1)C(=O)c1ccc2ccccc2c1
 : ? | ? | 2%
- O=c1nc(/C=C/c2cc([N+](=O)[O-])ccc2Cl)cc(C(F)(F)F)[nH]1
 : ? | 23µM* | 4%
- CC(C)(C)CC(=O)Nc1ccc(S(=O)(=O)N2CCCC2)cc1
 : 0% | ? | -5%
- CN1CCc2c(n(CC(O)CN3CCN(CCO)CC3)c3ccccc23)C1=O (centres undefined)
 : -7% | -5% | -2%

(more compounds)
SMILES	TDP1 cell CPT	TDP1 cell noCPT	TDP1 block
Cc1ccc2c(C)c(C(=O)N(Cc3ccc(N(C)C)cc3)C3CCS(=O)(=O)C3)oc2c1 (centres undefined)	?	?	nt
Nc1ncnc(NNC(=O)CNC(=O)c2c(F)cccc2Cl)c1[N+](=O)[O-]	4%	1%	5%
COc1cc(-c2cc(C)c3c(OC)ccc(OC)c3n2)cc2c1OCCN(C(=O)C(C)c1n[nH]c(=O)c3ccccc13)C2 (centres undefined)	-10%	-5%	nt
CC1CCC(NC(=O)Cn2c(=O)oc3cc(S(=O)(=O)N4CCCC4)ccc32)CC1 (centres undefined)	-12%	-21%	nt
COc1ccc(C(=O)OCC(=O)Nc2ccc(F)c(F)c2)cc1OC	-18%	-20%	0%
COc1ccc(Oc2ncc3ncc(=O)n(C[C@H]4CCCO4)c3n2)cc1	?	?	nt
O=C1CCC([N+](=O)[O-])C(c2ccc(Br)cc2)N1 (centres undefined)	-22%	-12%	2%
Cc1c(OC(C)C(=O)NCC2CCC(C(=O)O)CC2)ccc2c3c(c(=O)oc12)CCCC3 (centres undefined)	-20%	0%	0%
CCN1CCSc2ccc(C(=O)NCc3cc(Br)ccc3OC)cc21	16µM*	?	nt
COC(=O)[C@]12CCCCC=C1N(Cc1ccco1)C(=O)[C@H](CC(=O)N1CCCCC1)C2	-1%	-24%	nt
O=C(CCc1ccccc1)c1nnc(-c2ccccc2)o1	4%	?	-6%
CCN1CCN(c2ccccc2NC(=O)C(C)Oc2ccc(C(C)=O)cc2)CC1 (centres undefined)	-28%	11%	1%
Cc1cc(NC(=O)COc2cccc([N+](=O)[O-])c2)no1	2%	8%	2%
COc1ccc2c(c1)C1(C)CC(C)(C)N2C(=O)N1c1ccccc1 (centres undefined)	?	?	2%
O=C(c1cc2ccccc2o1)N1CCC(N2CCC(C(=O)N3CCCC3)CC2)CC1	-1%	-22%	-5%
COc1ccc2ccccc2c1/C=N\NC(=O)c1cccnc1	17%	-13%	nt
CCOc1ccc(C(=O)NC(=S)Nc2cccnc2)cc1	-1%	-22%	-1%
COC(=O)[C@@H](NC(=O)NC1CCCc2ccccc21)C(C)C (some centres undefined)	-3%	-11%	2%
COc1ccc(C(N)=O)c(OCC(=O)Nc2cc(C)on2)c1	15%	-14%	0%
N#Cc1cccc(-c2nnc(SCc3ccccc3C#N)o2)c1	-24%	-19%	2%
O=C(O)c1cccc(N=NN2CCOCC2)c1	4%	3%	4%
COc1ccc(-c2noc(N3CCC(C(=O)N4CCN(c5ccccc5F)CC4)CC3)n2)cc1	?	5.2µM*	4%
COc1ccc(OC)c(Nc2nc(-c3ccccc3O)nc3ccccc23)c1	-15%	?	5%
COC(=O)c1ccc(CNC(=O)c2ccc3oc(C(C)C)nc3c2)cc1	-27%	-23%	1%
O=c1c2ccccc2c2ccccc2c(=O)n1-c1ccccc1	?	-29%	-6%
O=C(O)c1cc(S(=O)(=O)Nc2ccc(N3CCCCC3)cc2)ccc1Cl	2%	-3%	0%
CC1CCCCC1NC(=O)Cn1nnc(-c2ccc(Cl)cc2)n1 (centres undefined)	-11%	-24%	1%
O=[N+]([O-])c1ccc2c(c1)ncn2-c1ccccc1	?	?	3%
COc1ccccc1NS(=O)(=O)c1cc(C(=O)N2CCCC2)ccc1F	15%	-1%	0%
CC(OC(=O)c1cccs1)C(=O)NCc1ccco1 (centres undefined)	-15%	4%	-4%
CC(CC(=O)c1ccccc1)=NCC(O)CN=C(C)CC(=O)c1ccccc1 (centres undefined)	?	?	nt
CCOC(=O)c1nn(-c2ccc3c(c2)CCN3C(C)=O)cc1O	-14%	-20%	-12%
CN1CCN(C2(CNC(=O)c3ccc(C(C)(C)C)cc3)CCCCC2)CC1	?	16µM*	-1%
Cc1cc2nc3c(c(=O)n2[nH]1)CCCC3	?	?	0%
Cc1nc2ccccc2nc(C)c1=NOCc1ccc(Cl)cc1Cl	?	?	6%
CN(C(=O)c1ccc2c(c1)N(Cc1cccc(Cl)c1)C(=O)c1ccccc1S2(=O)=O)C1CCCCC1	21µM*	?	3%
O=C(NCCc1ccccc1)c1ccc(Br)o1	?	-20%	4%
CC(C)(C)NC(=O)C(c1ccc(O)cc1)N(Cc1ccco1)C(=O)CCC(=O)Nc1ccccn1 (centres undefined)	-20%	-1%	10%
Cc1ccc(NC(=O)Nc2cn(C)c(=O)c3ccccc23)c(Cl)c1	?	?	nt
COc1ccc(CN2CCC(n3nccc3NC(=O)CCOc3ccccc3)CC2)cc1C	?	?	1%
O=C(c1ccccc1)N1N=C(c2ccc(F)cc2)CC1(O)C(F)(F)F (centres undefined)	-17%	?	nt
Cc1nn(CC(=O)N2CCN(C)CC2)c(=O)c2c1sc1ccccc12	-3%	9%	5%
CNC(=S)Nc1cc(Cl)ccc1Oc1ccccc1	?	?	0%
COc1ccc(C(=O)NCc2nnc(SCC(=O)N3CCCC3)o2)cc1	-5%	18%	2%
Cc1nn(-c2cc(N3CCCCC3)ccc2N)c(=O)c2ccccc12	5%	-11%	9%
COc1ccc(C(=O)/C=C\c2ccc(NC(=O)c3cccs3)cc2)cc1	-29%	?	6%
Cc1ccccc1NC(=O)c1ccc(F)c(S(=O)(=O)N(C)C2CCCCC2)c1	-48%	?	5%
